Rtt109 HAT inh = C. albicans Rtt109 histone acetyltransferase inhibition. purified Rtt109/Vps75, ThioGlo CoA-SH fluorescence, 4 h. 330,000 compounds, 0.16% hits. AID 540336. inhibition, % at 34.9 µM;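 active = inhibition of at least 50% in every replicate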
PfHsp90 set2 = growth inhibition of yeast expressing Plasmodium Hsp90 | 310,000 compounds, 0.32% hits | S. cerevisiae expressing PfHsp90, BacTiter-Glo ATP, 48 h; yeast lacking PDR1 and PDR3 efflux regulators | inhibition, % at 9.4 µM | AID 504621;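 active = every replicate shows inhibition above about 80%, whatever the replicate mean, limit read from the data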;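 note: 0% = DMSO neutral controls and 100% = 20 µM radicicol positive controls; yeast relying on Plasmodium falciparum Hsp90 in place of its own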
Tat export inh = blocks Tat-dependent protein export in E. coli. inhibition, % at 10 µM. 340,000 compounds, 0.036% hits. E. coli MC4100 TorA-mCherry Tat export, fluorescence. AID 488895;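 active = mean replicate inhibition at least 50% and at least half of replicates individually reaching 50%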;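 note: exported cargo escapes ClpAP degradation while cytoplasmic cargo is degraded and loses fluorescence; 0% = median of neutral control wells and 100% = median of NaSCN control wells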
AddAB inh = less growth of phage-infected E. coli with AddAB. inhibition, % at 11.9 µM. 330,000 compounds, 0.29% hits. E. coli expressing H. pylori AddAB, absorbance growth; in the data active = inhibition above about 12%;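 note: 0% = vehicle wells of infected cells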
phage Ecoli inh = E. coli growth loss with phage present; growth absorbance; 360,000 compounds, 0.26% hits; inhibition, % at 11.9 µM; in the data active = inhibition above about 11%
Ecoli viability = counter-screen for AddAB inhibitors: E. coli growth inhibition. E. coli V3065 growth, OD600 absorbance, 18 h. inhibition, % at 11.9 µM. 330,000 compounds, 0.27% hits;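 active = inhibition above the campaign's mean inhibition across all tested compounds plus 3 SD, cut at about 9.9% in these data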;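 note: uninfected addAB+ strain grown without phage in ampicillin broth; 0% = DMSO wells and 100% = ciprofloxacin 0.95 µg/ml wells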
Wnt act = activators of Wnt/beta-catenin signaling. 300,000 compounds, 1.2% hits. AID 743398. activation, % at 9.35 µM. Wnt/beta-catenin reporter cell assay, activator, plate reader; in the data active = activation above about 30%, passing the limit was not always enough;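 note: 0% = neutral control wells and 100% = positive control wells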
PvdQ inh = blocks Pseudomonas aeruginosa PvdQ acylase activity | 340,000 compounds, 0.063% hits | inhibition, % at 10 µM | purified PvdQ acylase, fluorescence plate reader; in the data active = inhibition above about 30%, passing the limit was not always enough;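 note: 0% = vehicle neutral wells and 100% = reference inhibitor wells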
CAL PDZ FP = inhibitors of human CAL PDZ peptide binding; Q9HD26; purified CAL PDZ, TMR-peptide fluorescence polarization, 1 h; inhibition, % at 20 µM; 330,000 compounds, 0.02% hits; AID 504414;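 active = highest replicate inhibition of at least 40%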;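 note: plate controls were DMSO neutral control wells for no effect and unlabeled competitor peptide control wells for full effect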
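Read-out basis: mP drop reported as inhibition | Assay system: Tagged CAL PDZ protein CerCALP, purified | Benchmarks: Unlabelled peptide for full inhibition, DMSO wells as neutral | Schedule: 1 h incubation at room temperature before polarization reading | Buffer or medium: Sodium phosphate/NaCl buffer pH 7.4 with TCEP, IgG, Thesit | Doses: Single point, 20 µM | Measured by: Fluorescence polarization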
DAGLB inh = blocks human DAGLB lipase activity; 340,000 compounds, 0.059% hits; inhibition, % at 5.17 µM; Q8NCG7; AID 504411; HEK293T DAGLB membrane lysate, EnzChek fluorogenic substrate; in the data active = inhibition above about 34%;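 note: 0% = enzyme with vehicle and 100% = wells lacking enzyme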
Target sequence (Q8NCG7 whole entry, looked up): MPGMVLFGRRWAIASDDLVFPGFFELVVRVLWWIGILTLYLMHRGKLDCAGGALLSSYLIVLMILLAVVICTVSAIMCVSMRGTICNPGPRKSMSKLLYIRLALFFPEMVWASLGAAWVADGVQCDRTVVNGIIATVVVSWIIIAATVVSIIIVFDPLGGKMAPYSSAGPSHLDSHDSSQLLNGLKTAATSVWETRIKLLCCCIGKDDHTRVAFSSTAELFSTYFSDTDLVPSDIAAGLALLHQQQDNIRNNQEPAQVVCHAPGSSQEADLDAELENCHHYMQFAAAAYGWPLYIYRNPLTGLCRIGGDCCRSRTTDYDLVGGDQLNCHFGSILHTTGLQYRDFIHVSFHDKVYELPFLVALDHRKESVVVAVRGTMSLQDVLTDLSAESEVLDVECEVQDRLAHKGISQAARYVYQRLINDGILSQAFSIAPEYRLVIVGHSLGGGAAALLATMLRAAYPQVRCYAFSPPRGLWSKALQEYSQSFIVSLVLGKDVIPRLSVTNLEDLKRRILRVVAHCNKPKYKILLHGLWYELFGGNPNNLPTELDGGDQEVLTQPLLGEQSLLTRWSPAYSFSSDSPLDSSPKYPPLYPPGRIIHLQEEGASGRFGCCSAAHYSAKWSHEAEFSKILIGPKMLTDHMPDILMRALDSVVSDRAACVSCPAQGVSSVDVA
* marks the source's active call; other numbers are inactive results; · = not tested or not shown; & = joins results of further samples.

Short forms – A = Rtt109 HAT inh; B = PfHsp90 set2; C = Tat export inh; D = AddAB inh; E = phage Ecoli inh; F = Ecoli viability; G = Wnt act; H = PvdQ inh; I = CAL PDZ FP; J = DAGLB inh
#1 CCOC(=O)C1=C(COC(=O)CCOc2ccc(OCC)cc2)NC(=O)NC1C (stereo unspecified)
  A = 2; B = -17; C = -3; D = 2.1; E = 1.5; F = -1.2; G = 3; H = -21; I = -3.0; J = 1
#2 COC/C=C/C1=CC2=CC(=O)C(C)(OC(=O)c3cnc4ccccc4n3)C(=O)C2=CN1c1ccc(OC)cc1 (stereo unspecified)
  A = 6; B = 8; C = -13; D = 1.0; E = -1.4; F = -0.3; G = -8; H = 9; I = 0.4; J = 14
#3 CN(c1ccccc1)S(=O)(=O)c1cccc(C(=O)OCC(=O)NCCCN2CCCC2=O)c1
  A = 9; B = 21; C = 12; D = -1.5; E = 2.9; F = -1.2; G = -1; H = -4; I = -0.8; J = -2
#4 COCCCNC(=O)C(CC(N)=O)NC(=O)OCc1ccccc1 (stereo unspecified)
  A = -7; B = -20; C = 0; D = -1.4; E = 3.2; F = -0.2; G = 2; H = -11; I = -0.5; J = -2
#5 Cc1ccc(C(=O)Nc2ccc(C(=O)N3CCCCC3)cc2)o1
  A = 30; B = 26; C = -6; D = 1.2; E = 3.0; F = 1.6; G = 6; H = 6; I = -2.3; J = -3
#6 CCOCCCNC(=O)C(NC(=O)c1ccc(NC(C)=O)cc1)c1ccc(Cl)cc1 (stereo unspecified)
  A = -1; B = 24; C = -6; D = 0.1; E = 1.0; F = 0.1; G = 0; H = -9; I = 0.4; J = 1
#7 COc1ccc(NC(=O)c2sc3ncn(CC(=O)N4CCCCC4)c(=O)c3c2C)cc1OC
  A = 1; B = 16; C = 0; D = 2.5; E = -0.5; F = 0.9; G = -1; H = -8; I = -3.3; J = -1
#8 O=C1CC(NS(=O)(=O)c2cc(F)ccc2F)CN1c1cccc(F)c1 (stereo unspecified)
  A = -6; B = 0; C = 11; D = 2.5; E = 1.6; F = -0.3; G = 0; H = -7; I = -0.9; J = 0
#9 O=C(NCc1ccccn1)c1cn(-c2ccccc2)nc1-c1ccc(Cl)cc1
  A = 3; B = 26; C = 4; D = 2.4; E = 3.2; F = 1.6; G = -1; H = -5; I = 0.5; J = 1
#10 CCCN1C(=O)/C(=C/c2c(NCCCOCC)nc3c(C)cccn3c2=O)SC1=S
  A = 5; B = -14; C = 6; D = ·; E = 3.2; F = ·; G = ·; H = -1; I = -0.5; J = -3
#11 Cc1ccc(Cl)cc1NC1=C/C(=N\S(=O)(=O)c2cccs2)c2ccccc2C1=O
  A = 2&-6; B = 11; C = 7&-8; D = 4.3; E = 5.3; F = 2.0; G = 5; H = -9&-7; I = -3.4&-0.5; J = 43*
#12 O=S(=O)(NCCc1ccncc1)c1cc(Br)ccc1F
  A = -1; B = -17; C = 9; D = 2.4; E = 1.3; F = -0.1; G = -9; H = 21; I = ·; J = 1
#13 CCN1C2OC3OC4C(OC3OC2N(CC)S1(=O)=O)N(CC)S(=O)(=O)N4CC (stereo unspecified)
  A = -1; B = -1; C = -9; D = 1.4; E = 3.1; F = 1.1; G = -2; H = -16; I = -5.2; J = 2
#14 CC(=O)N1N=C2c3ccccc3CCC2C1c1cccs1 (stereo unspecified)
  A = ·; B = ·; C = ·; D = 7.4; E = 2.2; F = 2.9; G = -1; H = ·; I = ·; J = ·
#15 O=c1ccc(/C=C/c2ccccc2)nn1Cc1ccccc1
  A = -1; B = -26; C = 5; D = 1.6; E = 1.3; F = 2.9; G = -3; H = -13; I = -0.9; J = -6
#16 c1cncc(-c2nc(N3CCOCC3)c3ccccc3n2)c1
  A = -2; B = -13; C = -4; D = -0.9; E = ·; F = 0.4; G = ·; H = 8; I = 0.4; J = 1
#17 CCOc1ccc2oc(C(=O)N3CC(C)OC(C)C3)c(C)c2c1 (stereo unspecified)
  A = 1; B = -10; C = 7; D = 4.3; E = 2.0; F = 1.6; G = 0; H = -13; I = 1.0; J = 0
#18 CCOc1ccc(N(C(=O)c2ccccc2Cl)C2=NC(C)(C)CS2)cc1
  A = -4; B = 17; C = 4; D = 2.0; E = 0.7; F = 2.4; G = 6; H = -8; I = -0.5; J = -8
#19 C=CCNC(=O)c1onc(CSc2cc(C)cc(C)c2)c1C(=O)O
  A = -9; B = -4; C = -8; D = 4.4; E = 1.4; F = 0.8; G = -1; H = 2; I = -0.6; J = 5
#20 CCOC(=O)C1=C(CN2c3ccccc3CC2C)NC(=O)NC1c1ccccc1 (stereo unspecified)
  A = ·; B = 23; C = 13; D = 0.8; E = 0.3; F = 1.2; G = -11; H = 8; I = -2.4; J = 5
#21 O=C(COc1ccc(S(=O)(=O)N2CCCC2)cc1)NCCC1=CCCCC1
  A = -21; B = -16; C = -1; D = -0.8; E = 4.5; F = 1.9; G = -2; H = -1; I = 0.6; J = -3
#22 CCNC(=S)N1CCN(c2nc(CC)nc3sc4c(c23)CCCC4)CC1
  A = -8; B = -9; C = 2; D = 0.5; E = 1.9; F = 0.8; G = 0; H = -15; I = 0.6; J = -3
#23 COc1ccnc(Oc2ccccc2)c1C#N
  A = -2; B = 4; C = -4; D = 1.6; E = 0.3; F = 0.2; G = ·; H = -10; I = -2.1; J = -1
#24 COc1ccc(/C(C)=N/NS(=O)(=O)c2cc(C)ccc2C)c(OC)c1
  A = -1; B = -1; C = -5; D = -1.4; E = 3.2; F = -2.0; G = -1; H = 2; I = 0.0; J = -4
#25 O=C(Nc1nc(-c2cccs2)cs1)c1ccc(Cl)s1
  A = 10; B = 22; C = 0; D = 4.3; E = 0.0; F = 2.1; G = 13; H = 10; I = -1.4; J = -11
#26 Cc1ccc(Cl)cc1NC(=O)c1ocnc1C
  A = 0; B = -12; C = -3; D = 1.8; E = 1.6; F = 1.5; G = ·; H = -4; I = -0.3; J = 2
#27 COC(=O)C1=C(C(=O)OC)[C@@H]2Nc3ccccc3[C@@]23C[C@@H](C(=O)OC)N(C(=O)C2CCC2)C3=N1
  A = -4; B = 5; C = 1; D = -2.5; E = 1.4; F = -2.6; G = -1; H = -6; I = -0.1; J = -1
#28 CCCSC1=N/C(=C\c2ccc([N+](=O)[O-])o2)C(=O)S1
  A = 10; B = -2; C = 10; D = ·; E = 0.5; F = ·; G = -3; H = -15; I = ·; J = 5
#29 CN(c1ccc(OCC(=O)OCC(=O)Nc2c(F)c(F)c(F)c(F)c2F)cc1)S(=O)(=O)c1ccc(F)cc1
  A = -2; B = -14; C = 11; D = 0.5; E = 0.1; F = -1.0; G = ·; H = -23; I = -2.2; J = -6
#30 CCOC(=O)c1sc(C)nc1C1CCN(C(=O)OCC)CC1
  A = ·; B = 8; C = 2; D = -1.1; E = 0.0; F = -1.3; G = ·; H = 5; I = -2.4; J = 3
#31 CN(Cc1cn(-c2ccccc2)nc1-c1ccc(F)cc1)C(=O)CCC(=O)O
  A = -2; B = -6; C = -4; D = 3.0; E = 2.5; F = 1.2; G = 2; H = -1; I = -1.3; J = 3
#32 O=C(Cn1cnc2c(nnn2Cc2ccccc2)c1=O)c1ccccc1
  A = 6; B = 4; C = 0; D = 4.0; E = 5.1; F = 2.0; G = 0; H = -2; I = -1.3; J = 0
#33 COc1cc2c(cc1C1NC(=S)NC(C)=C1C(=O)N(C)C)CCCC2 (stereo unspecified)
  A = -1; B = 28; C = 0; D = 2.6; E = 3.5; F = 1.1; G = -2; H = -15; I = -0.1; J = -3
#34 CC(=O)Nc1cc(-c2nn(C)c(=O)c3ccccc23)ccc1N1CCOCC1
  A = -4; B = -5; C = 0; D = 3.1; E = 3.1; F = -1.1; G = 1; H = -15; I = 0.0; J = 2
#35 c1csc(-c2nn3c(C4COc5ccccc5O4)nnc3s2)c1 (stereo unspecified)
  A = 8; B = -157; C = 6; D = 5.2; E = ·; F = -0.6; G = ·; H = -4; I = -1.2; J = -2
#36 Cc1cc(C)nc(N2CCN(C(=O)c3ccc(S(=O)(=O)N4CCCCCC4)cc3)CC2)n1
  A = 6; B = -16; C = 9; D = 0.4; E = 1.5; F = -1.9; G = -1; H = -3; I = -1.6; J = 0
#37 O=C(NCc1ccc(C(F)(F)F)cc1)C1CC(c2ccccc2[N+](=O)[O-])=NO1 (stereo unspecified)
  A = 3; B = 24; C = 3; D = 2.5; E = -3.0; F = 3.1; G = -3; H = -5; I = -1.3; J = -2
#38 O=C(/C=C/c1ccc(Br)cc1)NC(=S)Nc1ccc(S(=O)(=O)Nc2nccs2)cc1
  A = -3; B = -18; C = -4; D = 2.6; E = -0.1; F = 2.6; G = -2; H = -10; I = -0.5; J = 0
#39 COC(CNC(=O)c1ccc2c(c1)ncn2-c1ccc(F)c(F)c1)OC
  A = -3; B = 2; C = 4; D = 1.8; E = 2.6; F = 0.3; G = 16; H = 0; I = -3.3; J = -1
#40 FC(F)(F)c1cc(CO[C@@H]2CCCN[C@@H]2c2ccccc2)cc(C(F)(F)F)c1
  A = 30; B = 1; C = 4; D = 2.3; E = 6.5; F = 1.0; G = -1; H = 4; I = 0.1; J = 5
#41 COc1ccc(CNC(=O)C2CCC(CNc3c(N4CCC(C)CC4)c(=O)c3=O)CC2)cc1 (stereo unspecified)
  A = -6; B = 31; C = -1; D = 0.2; E = 2.1; F = -0.4; G = -2; H = -6; I = 0.5; J = 2
#42 COC(C[C@@H]1O[C@@H]1[C@H](O)[C@@H](C)OCc1ccccc1)OC
  A = 12; B = 20; C = 15; D = 3.1; E = 0.6; F = 0.9; G = -1; H = -7; I = -0.2; J = -2
#43 CCN1CCN(C(=O)C2CCN(c3nnc(C)c4c(C)n(-c5ccc(C)cc5)nc34)CC2)CC1
  A = 10; B = -2; C = -8; D = 0.5; E = -0.2; F = -0.1; G = -4; H = -14; I = -2.0; J = 1
#44 CCOc1ccccc1N1CCN(C(=O)C(F)(F)F)CC1
  A = -8; B = -5; C = -1; D = 3.2; E = ·; F = -0.5; G = ·; H = -2; I = 0.5; J = -1

Screens from PubChem BioAssay.
